BH1578 lux ind: inducers of Vibrio cholerae quorum light production without autoinducers, primary screen, BH1578 luxS cqsA deficient, single point; actives 0.16% (n = 350,000); V. cholerae BH1578 lux reporter, luminescence, 6 h; AID 588436, 2011; activation, % at 18.7 µM; in the data active means activation mostly above about 9.7%, no sharp cut-off; further: not every result past the cut was called active; inactives centre near 0; reference of the scale not given here
Rv3671c inh: Rv3671c serine protease inhibitors, primary screen, biochemical, fluorescence polarization, M. tuberculosis H37Rv; inhibition, % at 5.96 µM; actives 0.048% (n = 320,000); AID 2606, 2010; P9WHR9; in the data active means inhibition above about 38%;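 further: extracellular domain of Rv3671c used as enzyme; 0% = enzyme with DMSO and 100% = no enzyme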
VHR inh abs: VHR1 phosphatase inhibitors, primary screen, biochemical, absorbance, uHTS. recombinant VHR phosphatase, pNPP absorbance. AID 1654, 2009. Dual specificity protein phosphatase 3 (Homo sapiens), P51452. actives 0.52% (n = 290,000). inhibition, % at 13.3 µM; in the data active means inhibition above about 50%; further: some compounds called inactive have numbers as strong as hits
Yp Topo-I inh: Yersinia pestis topoisomerase I inhibitors, primary screen, biochemical, cleavage product accumulation, plate reader, single point; DNA topoisomerase I (Yersinia pestis CO92); Y. pestis Topo-I cleavage product accumulation; activity, % at 10 µM; actives 0.064% (n = 360,000); AID 504884, 2011; in the data active means activity above about 50%, passing the limit was not always enough; further: inactives centre near 2
CCHFV vOTU inh: CCHFV vOTU protease inhibitors, primary screen, biochemical, Pep-AMC substrate, fluorescence. Crimean-Congo hemorrhagic fever virus L polyprotein viral ovarian tumor (vOTU) protease …. inhibition, % at 11.5 µM. actives 0.55% (n = 370,000); in the data active means inhibition above about 30%; further: 0% = vehicle wells with enzyme and 100% = no enzyme wells
TcdB GH inh: TcdB glycohydrolase inhibitors, primary screen, biochemical, single point, plate reader. Toxin B (Clostridioides difficile), P18177. inhibition, % at 9.99 µM. actives 0.24% (n = 350,000). TcdB glycohydrolase enzymatic assay. AID 652162, 2013; in the data active means inhibition above about 10%
Target sequence (P18177 whole entry, looked up): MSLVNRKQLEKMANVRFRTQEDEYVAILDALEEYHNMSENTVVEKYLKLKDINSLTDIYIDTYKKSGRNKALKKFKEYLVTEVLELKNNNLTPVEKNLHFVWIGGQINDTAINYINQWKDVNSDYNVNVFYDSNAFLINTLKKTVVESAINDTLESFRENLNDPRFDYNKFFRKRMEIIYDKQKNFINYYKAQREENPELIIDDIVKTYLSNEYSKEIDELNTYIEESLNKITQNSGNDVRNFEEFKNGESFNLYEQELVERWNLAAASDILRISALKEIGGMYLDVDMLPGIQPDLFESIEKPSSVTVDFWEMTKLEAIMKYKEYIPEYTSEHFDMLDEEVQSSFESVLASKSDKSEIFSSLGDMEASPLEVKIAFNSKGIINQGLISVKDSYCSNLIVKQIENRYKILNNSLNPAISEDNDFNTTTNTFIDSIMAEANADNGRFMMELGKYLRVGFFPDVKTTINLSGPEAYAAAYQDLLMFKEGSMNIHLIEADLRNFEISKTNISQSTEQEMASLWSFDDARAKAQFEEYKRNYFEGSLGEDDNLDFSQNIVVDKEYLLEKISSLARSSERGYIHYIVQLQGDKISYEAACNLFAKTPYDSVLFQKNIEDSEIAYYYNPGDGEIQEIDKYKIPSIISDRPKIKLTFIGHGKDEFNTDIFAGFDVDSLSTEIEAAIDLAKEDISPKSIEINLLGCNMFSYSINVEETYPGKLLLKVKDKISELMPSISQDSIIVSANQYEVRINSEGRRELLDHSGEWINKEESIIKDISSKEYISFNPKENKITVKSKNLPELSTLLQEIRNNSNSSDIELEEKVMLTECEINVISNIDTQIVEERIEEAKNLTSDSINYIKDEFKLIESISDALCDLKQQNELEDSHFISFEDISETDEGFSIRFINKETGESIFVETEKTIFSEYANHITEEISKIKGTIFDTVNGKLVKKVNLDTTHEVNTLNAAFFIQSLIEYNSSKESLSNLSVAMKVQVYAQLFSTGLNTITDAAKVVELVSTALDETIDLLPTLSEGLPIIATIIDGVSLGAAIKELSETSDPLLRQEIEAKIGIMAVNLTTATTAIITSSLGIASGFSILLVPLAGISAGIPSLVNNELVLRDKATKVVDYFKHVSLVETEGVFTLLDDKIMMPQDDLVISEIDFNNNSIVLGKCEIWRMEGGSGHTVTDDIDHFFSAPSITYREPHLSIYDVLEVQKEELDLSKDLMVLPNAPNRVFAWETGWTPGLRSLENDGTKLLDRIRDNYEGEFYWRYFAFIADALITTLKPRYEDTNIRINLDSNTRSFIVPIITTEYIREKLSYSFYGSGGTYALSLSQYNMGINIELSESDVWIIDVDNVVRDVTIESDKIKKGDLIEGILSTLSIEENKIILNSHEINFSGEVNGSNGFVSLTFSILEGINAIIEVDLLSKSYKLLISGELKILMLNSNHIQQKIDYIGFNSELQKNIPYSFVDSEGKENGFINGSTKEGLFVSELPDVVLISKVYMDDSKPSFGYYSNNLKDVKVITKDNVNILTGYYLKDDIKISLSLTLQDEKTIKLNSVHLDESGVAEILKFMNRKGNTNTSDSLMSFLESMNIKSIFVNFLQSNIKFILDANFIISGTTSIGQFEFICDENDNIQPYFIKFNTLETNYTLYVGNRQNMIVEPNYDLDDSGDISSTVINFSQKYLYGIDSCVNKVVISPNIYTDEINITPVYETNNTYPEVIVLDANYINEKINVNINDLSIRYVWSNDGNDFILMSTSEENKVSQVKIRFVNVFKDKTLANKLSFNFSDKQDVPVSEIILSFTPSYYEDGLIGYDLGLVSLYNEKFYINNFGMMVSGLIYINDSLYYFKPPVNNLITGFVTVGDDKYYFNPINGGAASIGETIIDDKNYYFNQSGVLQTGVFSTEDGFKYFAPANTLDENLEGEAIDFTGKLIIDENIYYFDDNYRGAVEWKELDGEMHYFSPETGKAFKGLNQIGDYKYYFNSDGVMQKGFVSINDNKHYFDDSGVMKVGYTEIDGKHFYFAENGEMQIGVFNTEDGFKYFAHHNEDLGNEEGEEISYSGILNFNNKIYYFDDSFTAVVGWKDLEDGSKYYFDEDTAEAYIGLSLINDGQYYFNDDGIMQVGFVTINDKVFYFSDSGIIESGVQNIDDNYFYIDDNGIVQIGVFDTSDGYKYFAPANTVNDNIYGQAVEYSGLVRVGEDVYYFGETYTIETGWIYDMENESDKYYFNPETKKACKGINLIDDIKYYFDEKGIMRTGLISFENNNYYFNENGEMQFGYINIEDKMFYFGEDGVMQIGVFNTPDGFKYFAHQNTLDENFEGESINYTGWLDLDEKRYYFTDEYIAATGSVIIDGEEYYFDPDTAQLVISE
SARS 3CLpro inh: SARS-CoV 3CLpro protease inhibitors, primary screen, biochemical, quenched FRET; actives 0.14% (n = 290,000); inhibition, % at 6 µM; recombinant SARS-CoV 3CLpro, quenched FRET peptide cleavage; in the data active means inhibition above about 12%
SSB-PriA inh: inhibitors of Klebsiella pneumoniae PriA binding to SSB C-terminal tail, primary screen, biochemical, AlphaScreen; PriA–SSB C-terminal tail interaction (Klebsiella pneumoniae); AlphaScreen SSBct-PriA binding, biotinylated peptide; inhibition, % at 33 µM; actives 0.6% (n = 430,000); in the data active means inhibition mostly above about 37%, no sharp cut-off; inactive means mostly below about 20%;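 further: plate controls were negative control peptide for no effect and reference peptide for full effect; strong numbers were not always called active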
MazF activator: activators of E. coli MazEF toxin-antitoxin RNase, primary screen, biochemical, fluorescence, uHTS; Endoribonuclease toxin MazF (Escherichia coli (strain K12)), P0AE70; FAM/BHQ RNA-DNA oligo cleavage fluorescence, 5 h; activation, % at 20 µM; actives 0.32% (n = 350,000); in the data active means activation above about 50%
PrPC TRFRET: inhibitors of human cell surface prion protein PrPC, primary screen, cell-based, TR-FRET; Major prion protein (Homo sapiens), P04156; TR-FRET read-out; inhibition, % at 13.8 µM; actives 0.43% (n = 370,000); in the data active means inhibition above about 24%; further: 0% = median of the test wells and 100% = reference compound wells
Numbers without * were called inactive; i = inactive; . = not tested or not shown; & = joins results of further samples. The list is partial; rates above refer to the full screens.

SMILES | BH1578 lux ind | Rv3671c inh | VHR inh abs | Yp Topo-I inh | CCHFV vOTU inh | TcdB GH inh | SARS 3CLpro inh | SSB-PriA inh | MazF activator | PrPC TRFRET
CC(=O)Nc1cc2c(cc1Cl)Cc1cc(Cl)ccc1-2 | i | . | . | 3 | 0 | 1.3 | . | 0 | 7 | 2
O=C(Nc1ccccc1)Oc1ccccc1 | -0.6 | 1 | 36 | 8 | -4 | 0.4 | -2 | -3 | 2 | -5
COc1cc(O)ccc1/C=N/NC(=O)c1ccc([N+](=O)[O-])cc1 | -0.2 | 6 | 9 | 3 | 9 | -0.1 | 6 | . | 13 | -15
O=C1[C@H](Cc2ccccc2)NCCCC[C@@H](c2ccc(Cl)cc2)N1Cc1ccc(Cl)cc1 | -0.4 | . | . | 34 | 2 | -0.9 | . | 4 | 0 | -4
COc1ccc(C(=O)C[n+]2ccc3c(c2)nnn3-c2ccccc2)cc1 | i | -11 | 32 | -1 | 7 | 8.6 | 5 | -2 | -7 | -18
O=C(/C=C/c1ccc(Cl)cc1Cl)N1CCc2ccccc21 | -0.3 | -9 | 17 | -8 | -4 | . | -5 | -2 | -6 | -8
Cc1cc(C(=O)O)ccc1[N+](=O)[O-] | -0.3 | -3 | . | 3 | -2 | 1.0 | . | -4 | -8 | -8
COc1cc(/C=N/n2cnnc2-n2nc(C)cc2C)cc([N+](=O)[O-])c1O | -0.2 | 4 | 18 | -5 | 26 | 0.5 | -4 | . | -3 | -6
COC(=O)CCC[C@H]1CC2(C[C@H](CCCO[Si](C)(C)C(C)(C)C)N1C(=O)OC(C)(C)C)OCCO2 | -0.6 | 0 | . | 24 | 0 | 0.9 | . | 2 | -2 | 2
O=C(NCCC1=CCCCC1)c1ccc(Cl)c(S(=O)(=O)Nc2ccccc2)c1 | -0.4 | -10 | -4 | 22 | 18 | 1.3 | 5 | 6 | -1 | 8
COc1ccc(C2CC(c3cccs3)=NN2C(=O)CCl)cc1OC (configuration not stated) | -0.5 | 5 | 0 | 15 | 3 | 1.2 | 74* | -16 | 6 | -4
CCC(=O)c1c[nH]c(C(=O)NCc2cccc(C(F)(F)F)c2)c1 | 0.6 | 14 | 16 | -5 | 3 | 1.2 | 0 | -15 | 3 | 12
CC(=O)N1CCC(C(=O)OCc2ccccc2F)(c2ccccc2)CC1 | -0.4 | 1 | -22 | 26 | 3 | 1.2 | -3 | 3 | 4 | -1
COc1ccc(NC2CCCN(C(=O)COc3ccc(Cl)cc3C)C2)cc1OC (configuration not stated) | -0.1 | 3 | 23 | 17 | 7 | 1.0 | -1 | 11 | -1 | -3
CCOC(=O)c1sc(Nc2ccc(OCC)cc2)nc1C | 0.1 | 4 | -4 | -6 | 12 | 0.2 | 3 | -6 | 6 | -4
O=c1cc(CN2CC(O)Cc3ccc4ccccc4c32)nc2sccn12 (configuration not stated) | -0.7 | 6 | 5 | 0 | -7 | 1.1 | 1 | 8 | 0 | 0
Cc1ccc(Nc2nnc(SCC(=O)NCc3ccco3)s2)cc1 | . | . | 3 | 3 | 3 | 0.9 | -3 | -4 | 0 | 4
O=C(NCC1CCCCC1)c1csc([C@@H]2O[C@H](CO)[C@H](O)[C@H](O)[C@H]2O)n1 | i | . | . | -5 | 2 | 0.5 | . | . | . | -3
COc1ccc(N(Cc2cc(=O)[nH]c3ccccc23)C(=O)CCl)cc1 | i | 7 | 2 | 5 | -18 | 1.4 | 16* | -7 | 12 | -2
COc1ccc(Cl)cc1S(=O)(=O)NC(C)C(=O)NCc1ccccn1 (configuration not stated) | -0.1 | -1 | 22 | -4 | 9 | 1.4 | 4 | -3 | 11 | -8
COCCCNC(=O)c1cn(C)c(=O)c2c1c1ccccc1n2C | 1.2 | 1 | 9 | 1 | 6 | 0.9 | -3 | -7 | 7 | 6
O=C(COC(=O)C1CCC(=O)N1)Nc1cccc([N+](=O)[O-])c1 (configuration not stated) | i | 6 | . | 4 | 13 | 2.6 | . | -15 | 3 | -13
O=C(CN1C(=O)S/C(=C\c2ccc(Cl)cc2)C1=O)NC1C=CS(=O)(=O)C1 (configuration not stated) | -5.9 | 1 | 5 | -1 | 4 | 0.0 | -4 | -1 | 13 | -7
COc1cccc(C(=O)Nc2ccccc2C(=O)NCC2CCCO2)c1 (configuration not stated) | -0.1 | -13 | 25 | 3 | -5 | 1.1 | 3 | 7 | -6 | 6
CCNC(=O)C1(C)CCN(C(=O)c2ccc3c(c2)CCO3)C1 (configuration not stated) | i | . | . | 3 | 0 | 1.3 | . | . | . | -3

Quoted at random: 3 compounds from above, in no set order.
SMILES | BH1578 lux ind | Rv3671c inh | VHR inh abs | Yp Topo-I inh | CCHFV vOTU inh | TcdB GH inh | SARS 3CLpro inh | SSB-PriA inh | MazF activator | PrPC TRFRET
COCCCNC(=O)c1cn(C)c(=O)c2c1c1ccccc1n2C | 1.2 | 1 | 9 | 1 | 6 | 0.9 | -3 | -7 | 7 | 6
COC(=O)CCC[C@H]1CC2(C[C@H](CCCO[Si](C)(C)C(C)(C)C)N1C(=O)OC(C)(C)C)OCCO2 | -0.6 | 0 | . | 24 | 0 | 0.9 | . | 2 | -2 | 2
O=c1cc(CN2CC(O)Cc3ccc4ccccc4c32)nc2sccn12 (configuration not stated) | -0.7 | 6 | 5 | 0 | -7 | 1.1 | 1 | 8 | 0 | 0

Next part.
SMILES | BH1578 lux ind | Rv3671c inh | VHR inh abs | Yp Topo-I inh | CCHFV vOTU inh | TcdB GH inh | SARS 3CLpro inh | SSB-PriA inh | MazF activator | PrPC TRFRET
CCCCCn1c(CCNC(=O)c2cccs2)nc2ccccc21 | -1.8 | -8 | 9 | 9 | 1 | 2.3 | 1 | 4 | -2 | 4
CC(=O)Nc1ccc(NC(=O)C(C)Sc2nc3ccccc3c(=O)n2CC2CCCO2)cc1 (configuration not stated) | -0.3 | 9 | . | -7 | -4 | -0.2 | . | -3 | 6 | -7
CCNc1nc(NCC)nc(Oc2ccc(OCC)nn2)n1 | -3.6 | 1 | 22 | 7 | -6 | . | 2 | -5 | 5 | 3
CC1(C(=O)NCc2ccccc2Br)CCN1C(=O)Cc1ccc(-c2ccccc2)cc1 (configuration not stated) | i | . | . | 24 | 2 | 1.1 | . | . | . | -4
C=C(CCO)C1=CCN(S(=O)C(C)(C)C)[C@H]1CCO (some centres not stated) | i | . | . | 0 | -11 | -0.1 | . | -6 | -6 | -4
O=C(Nc1cc2c3c(c1)CC(=O)N3CCC2)c1ccco1 | -1.2 | 8 | . | -5 | -2 | -0.2 | . | -4 | -2 | -5
CCC(CO)Oc1cc(NCc2ccc(F)cc2)c2ncn(C(C)C)c2c1 (configuration not stated) | i | -9 | . | 16 | 6 | -1.2 | . | 25 | 1 | -12
Cc1sc2nc(SCC(=O)N(CCO)CCO)n(C3CCCCC3)c(=O)c2c1C | . | -2 | -5 | 14 | 18 | -0.7 | 0 | -16 | -4 | 3
CCCN(Cc1cc2cc(C)ccc2[nH]c1=O)C(=O)c1cccc(OC)c1 | -0.5 | -3 | 24 | -5 | 12 | . | -8 | 2 | 2 | 6
Nn1c(SCC(=O)Nc2ccccc2C(F)(F)F)nncc1=O | 0.7 | 0 | 19 | 1 | -6 | 1.1 | 6 | -2&-10 | 3 | 3
CCNc1nc(NC(C)C)nc(N(C#N)C(C)C(=O)N(CC)CC)n1 (configuration not stated) | 0.5 | 4 | 13 | 4 | -11 | 0.8 | 3 | -3 | 7 | -3
O=C(c1cnccn1)N(Cc1cccs1)C1(C(=O)NC2CCCCC2)CCCCC1 | -0.2 | 3 | 8 | 22 | -10 | . | 2 | 1 | -12 | -7
Cc1cc(C=C2C(=O)N(C)C(=S)N(C)C2=O)c(C)n1C1CCCCC1 | i | -4 | 21 | -3 | 18 | . | 2 | -1 | -21 | -8
Cc1cc(C)cc(OCC(=O)NNC(=O)c2cc3ccccc3oc2=O)c1 | -0.4 | . | -2 | 8 | -9 | . | -1 | -5 | 2 | 5
COc1ccc(NC(=O)c2ccc(NC(=O)C3COc4ccccc4O3)cc2)c(OC)c1 (configuration not stated) | i | . | . | 4 | 3 | -0.4 | . | -2 | 8 | -7
CN1C(=O)C(=Cc2ccc(Sc3ccccc3)o2)C(=O)N(C)C1=O | 0.2 | -24 | -3 | 1 | 2 | 1.7 | 2 | -6 | -57 | 4
O=C(NCc1ccccc1)C(c1cccs1)N(Cc1cccs1)C(=O)c1cnccn1 (configuration not stated) | -0.4 | -4 | 21 | 20 | -5 | . | 4 | -8 | 7 | 2
CC1(C)Cc2cccc(OCC(=O)Nc3ccc(S(N)(=O)=O)cc3)c2O1 | i | 5 | . | 5 | 0 | 0.3 | . | -2&-4 | -1 | 6
CCOCCCN1CN(S(=O)(=O)c2ccc(Cl)cc2)c2nc3ccccc3nc21 | i | -1 | 8 | -4 | 1 | . | 1 | -3 | 3 | 1
Cc1c(C(=O)NC(=S)Nc2ccccc2N2CCCC2)cccc1[N+](=O)[O-] | -0.4 | -11 | -10 | 6 | 10 | -0.8 | -1 | 20 | 3 | -4
COc1ccc(NC2=CC(=O)N(C)C2=O)cc1 | -0.3 | 2 | 5 | 1 | -3 | 1.7 | -1 | 1 | 1 | 0
c1cncc(C(c2nnnn2C2CCCC2)N2CCCC2)c1 (configuration not stated) | -4.8 | -1 | 19 | 11 | -7 | . | -6 | -5 | 4 | 3
O=C(Nc1cc(C(F)(F)F)ccc1N1CCOCC1)c1ccc(F)cc1 | 2.8 | -4 | 12 | -3 | 2 | . | -1 | -12 | 0 | 6
COc1cccc(C(NC(C)=O)c2nc(-c3ccc(F)cc3OC)cs2)c1 (configuration not stated) | -0.3 | . | . | 9 | 16 | 1.3 | . | . | . | 11
CCN1CCN(Cc2ccc(NC(=O)c3cc(NC(=O)N4CCNC4=O)cc(OC)c3)cc2C(F)(F)F)CC1 | -0.1&-0.4 | 0 | 26 | -23&-9 | -3&16 | 1.4&0.6 | . | -8 | 16&14 | -5&-6
SMILES | BH1578 lux ind | Rv3671c inh | VHR inh abs | Yp Topo-I inh | CCHFV vOTU inh | TcdB GH inh | SARS 3CLpro inh | SSB-PriA inh | MazF activator | PrPC TRFRET
COC(=O)c1c(NC(=S)NN2CCN(C)CC2)sc2c1CCC(C)C2 (configuration not stated) | i | -7 | 10 | 10 | 20 | 2.8 | 2 | 27 | -5 | 2
Cc1ccc(NC(=O)CCN2CCN(C/C=C/c3ccccc3)CC2)cc1C | i | 3 | 8 | 7 | -7 | . | 1 | 6 | 3 | -15
COc1ccc(Cc2nnc(-c3ccccc3)o2)cc1 | -0.4 | -5 | 0 | 13 | 24 | 0.6 | 0 | -9 | 4 | 2
COc1ccccc1C/C(N)=N/OC(=O)COc1cccc(C)c1 | i | -5 | -2 | 24 | 5 | . | -4 | . | 1 | -5
CCOC(=O)C1CCCN(Cc2nc(CC3CC3)no2)C1 (configuration not stated) | 3.3 | -4 | 10 | 6 | -11 | 1.4 | 0 | 6 | 10 | -3
CCOC(=O)c1oc2ccccc2c1COC(=O)CNC(=O)c1ccccc1F | -0.5 | . | . | 11 | -9 | -1.0 | . | . | -10 | -4

Record cards (already shown):
`COc1ccc(Cc2nnc(-c3ccccc3)o2)cc1` across the screens: BH1578 lux ind = -0.4; Rv3671c inh = -5; VHR inh abs = 0; Yp Topo-I inh = 13; CCHFV vOTU inh = 24; TcdB GH inh = 0.6; SARS 3CLpro inh = 0; SSB-PriA inh = -9; MazF activator = 4; PrPC TRFRET = 2
`CCOC(=O)C1CCCN(Cc2nc(CC3CC3)no2)C1` (configuration not stated) across the screens: BH1578 lux ind = 3.3; Rv3671c inh = -4; VHR inh abs = 10; Yp Topo-I inh = 6; CCHFV vOTU inh = -11; TcdB GH inh = 1.4; SARS 3CLpro inh = 0; SSB-PriA inh = 6; MazF activator = 10; PrPC TRFRET = -3
